# High-throughput results from PubChem.
# GPR151 activ: activators of human GPR151, primary screen, cell-based, PathHunter beta-arrestin, luminescence. 650,000 compounds, 1% hits. G-protein coupled receptor 151 (Homo sapiens), Q8TDV0. activation, % at 11.2 µM. AID 1508602, 2020. PathHunter beta-arrestin GPR151 cells; in the data active = activation above about 4.9%;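 note: 0% = median of compound wells and 100% = cells with positive control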
# Target sequence (Q8TDV0 whole entry, looked up): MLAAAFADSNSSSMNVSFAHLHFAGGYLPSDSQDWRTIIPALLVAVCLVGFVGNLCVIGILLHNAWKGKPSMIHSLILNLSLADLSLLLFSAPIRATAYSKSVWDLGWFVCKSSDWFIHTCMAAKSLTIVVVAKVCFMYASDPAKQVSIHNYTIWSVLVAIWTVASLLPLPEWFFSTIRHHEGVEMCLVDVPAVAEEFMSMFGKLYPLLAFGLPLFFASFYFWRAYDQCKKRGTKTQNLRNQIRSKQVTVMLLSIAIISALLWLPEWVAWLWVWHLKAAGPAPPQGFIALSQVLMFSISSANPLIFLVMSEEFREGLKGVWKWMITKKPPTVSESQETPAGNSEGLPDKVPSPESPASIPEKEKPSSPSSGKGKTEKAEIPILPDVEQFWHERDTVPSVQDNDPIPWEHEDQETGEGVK
# TEAD-YAP inh: TEAD-YAP interaction inhibition, primary screen, TEAD-YAP interaction inhibitor project, luminescence, HEK-TIYL cells; AID 1259422, 2018; TEAD-Gal4/YAP UAS-luciferase luminescence; 640,000 compounds, 1.4% hits; inhibition, % at 9.12 µM; in the data active = inhibition above about 32%;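 note: 0% = median of test compound wells and 100% = reference inhibitor wells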
# MITF inh: MITF inhibitors, primary screen, biochemical, AlphaScreen, human. AlphaScreen MITF homodimerization, bead proximity signal. inhibition, % at 2.6 µM. 650,000 compounds, 0.91% hits; in the data active = inhibition above about 50%;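 note: 0% = vehicle wells with protein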
# FBW7 act: FBW7 E3 ligase activators, primary screen, biochemical, AlphaScreen, human; F-box/WD repeat-containing protein 7 (Homo sapiens), Q969H0; AlphaScreen FBW7–phospho-cyclin E peptide binding, activator screen; normalized activity (activation), % at 26.1 µM; 650,000 compounds, 0.13% hits; AID 1259310, 2017; in the data active = normalized activity above about 1.9%;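 note: purified mutant Fbw7 with reduced substrate affinity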
# Target sequence (Q969H0 whole entry, looked up): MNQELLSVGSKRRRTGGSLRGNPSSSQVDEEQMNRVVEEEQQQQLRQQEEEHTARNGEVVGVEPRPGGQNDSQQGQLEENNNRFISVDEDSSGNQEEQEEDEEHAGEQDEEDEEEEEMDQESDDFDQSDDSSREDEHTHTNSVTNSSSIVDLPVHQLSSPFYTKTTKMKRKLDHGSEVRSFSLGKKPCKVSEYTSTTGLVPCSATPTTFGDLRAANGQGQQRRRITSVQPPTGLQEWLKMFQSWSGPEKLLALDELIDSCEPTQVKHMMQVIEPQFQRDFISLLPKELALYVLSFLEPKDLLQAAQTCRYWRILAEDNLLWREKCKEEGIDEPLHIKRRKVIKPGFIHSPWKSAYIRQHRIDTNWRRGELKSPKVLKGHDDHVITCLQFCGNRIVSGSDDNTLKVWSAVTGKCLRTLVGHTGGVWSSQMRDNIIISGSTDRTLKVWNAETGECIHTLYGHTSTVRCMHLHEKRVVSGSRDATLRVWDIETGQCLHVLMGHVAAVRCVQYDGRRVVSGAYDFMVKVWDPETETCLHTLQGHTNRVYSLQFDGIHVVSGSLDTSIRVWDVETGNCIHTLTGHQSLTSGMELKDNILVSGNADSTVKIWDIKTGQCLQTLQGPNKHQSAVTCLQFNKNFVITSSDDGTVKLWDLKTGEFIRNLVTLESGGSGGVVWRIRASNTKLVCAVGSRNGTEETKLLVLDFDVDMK
# * = called active by the depositor; & = joins results of further samples.
# Each structure is followed by: GPR151 activ	TEAD-YAP inh	MITF inh	FBW7 act
> CCOC(=O)CS(=O)(=O)c1ccc(C(=O)N2CCN(c3cccc(C)c3)C(C)C2)cc1[N+](=O)[O-] (stereo not given)
 : -0.1	52*	-7	-0.2
> CCN(CCn1cccn1)C(=O)CC1C(=O)NCCN1Cc1ccc(F)cc1 (stereo not given)
 : -1.1	-9	-13	-0.1
> CCOC(=O)c1ccccc1NC(=O)c1ccccc1NC(=O)c1cccc([N+](=O)[O-])c1
 : 0.1	-8	10	0.0
> CC(C)(C)n1nnnc1C(c1cccnc1)N(Cc1ccco1)Cc1cccs1 (stereo not given)
 : 1.4	-7	2	-0.2
> Fc1cccc(NCc2ccnc3ccccc23)c1
 : -0.8	2	-5	-0.2
> COc1ccc(C)cc1N=c1c([N+](=O)[O-])nn(-c2ccccc2C)n1O
 : -0.6	-10	5	-0.7
> CN=C(Nc1ccc(OC)cc1)SC1CC(=O)N(c2ccc(Br)cc2)C1=O (stereo not given)
 : 0.7	3	-3	0.8
> CCc1cccc(CC)c1NC(=O)CSc1nc2ccc(NC(=O)c3ccc(Br)cc3)cc2s1
 : 0.5	-1	-4	0.0
> CC(=O)Oc1ccccc1-c1ccccc1
 : -0.5	-2	6	0.5
> O=C(NC(C(=O)Nc1cccc(Cl)c1)c1ccccc1)c1ccccc1Cl (stereo not given)
 : -1.9	-9	3	-0.1
> COc1cc(C(=O)N2c3ccccc3CC2C(N)=O)cc(OC)c1OC (stereo not given)
 : 0.6	3	-3	0.0
> Cc1cccc(NCCCC(=O)N/N=C/c2ccccc2)c1
 : 0.6	1	-5	0.0
> CC(O)CNCCCOc1ccccc1F (stereo not given)
 : -0.1	-4	18	-0.1
> CC(=O)c1ccc(OCc2cc(C(=O)NC3CCCCCC3)no2)cc1
 : -1.5	-35	4	0.0
> COc1ccc(NS(=O)(=O)c2ccc(N3CCC(C(N)=O)CC3)c([N+](=O)[O-])c2)cc1
 : 0.6	15	7	0.2
> COc1cc(C2CC(=O)n3c(nc4ccccc43)S2)cc(OC)c1OC (stereo not given)
 : -0.8	4	-1	0.1
> O=C(c1nc2sccn2c1CN1CCN(c2ccccn2)CC1)N1CCCCCCC1
 : -0.2	0	5	0.1
> O=C1NC(=O)C(Cc2ccccc2F)(C2CCN(Cc3coc4ccccc4c3=O)CC2)N1 (stereo not given)
 : 0.0	-10	1	-0.1
> Cc1cc(=O)[nH]c2nnc(SCC(=O)Nc3ccc([N+](=O)[O-])cc3)n12
 : -2.1	11	6	0.4
> CN1C(=O)c2cccc3c(S(=O)(=O)N4CCCC4C(=O)O)ccc1c23 (stereo not given)
 : 0.6	-2	-7	0.0
> CCOCCCNC(=O)CCn1c(=O)oc2ccccc21
 : 0.4	1	-5	-0.1
> C#CCOc1ccc(C=C2C(=O)NC(=S)NC2=O)cc1OCC
 : -1.3	9	-3	-0.4
> CCOC(=O)C1=C(N)OC2=C(C(=O)CC(C)(C)C2)C1c1ccc(C)cc1C (stereo not given)
 : -0.2	-3	4	-0.1
> CC(Cc1cccnc1)NC(=O)CCc1nnc(C2(c3ccc(Cl)cc3)CCC2)o1 (stereo not given)
 : -0.3	-50	-7	0.2
> O=C(Nc1ccc(F)cc1F)c1ccc(Br)o1
 : -3.4	-13	-9	0.8
> CC1CC(=O)N(c2ccc(N3CC4(C)CC3CC(C)(C)C4)c([N+](=O)[O-])c2)C1=O (stereo not given)
 : -0.6	-2	5	-0.1
> COC(=O)c1sc2nc(CSc3nc(C)cs3)[nH]c(=O)c2c1C
 : -0.6	-5	-5	0.0
> COc1ccc(C2C(=O)N(C3CCCCC3)CC(=O)N2Cc2ccccc2OC)cc1 (stereo not given)
 : 1.6	5	22	0.0
> O=C(NCC12C=CC(O1)C1C(=O)N(c3ccccc3)C(=O)C12)c1cccs1 (stereo not given)
 : -1.0	9	-3	0.1
> Nc1nn(-c2ccccc2)nc1C(=O)OCc1ccccc1Cl
 : 2.2	9	2	0.0

# Remaining list, next part.
# Each structure is followed by: GPR151 activ	TEAD-YAP inh	MITF inh	FBW7 act
> CCN(C(=O)CCN1C(=O)c2ccccc2C1=O)c1ccccc1
 : 0.0	-14	-9	-0.2
> O=C(NCc1cccc(C(F)(F)F)c1)c1cc(Nc2ccc(N3CCOCC3)cc2)nc2ccccc12
 : 1.7	17	0	-0.1
> CCOC(=O)c1cccc(C(=O)Nc2c(Cl)cc(Cl)cc2Cl)n1
 : -0.3	2	-2	0.0
> O=C(Nc1ccc(N2CCOCC2)cc1)c1ccc(-c2csc3ccccc23)s1
 : 0.4	-24	2	0.0
> O=C(COc1ccccc1)Nc1cccc(C(F)(F)F)c1
 : 1.3	0	-1	0.1
> COc1ccccc1NC(=O)c1sc2ncn(CC(=O)Nc3ccc(C(C)C)cc3)c(=O)c2c1C
 : -0.4	-2	4	0.0
> COC(=O)c1c(NC(=O)C(=O)NCc2ccccc2)sc2c1CCC2
 : -1.2	0	6	0.1
> O=C(NC1CCC(C(=O)O)CC1)c1ccccc1 (stereo not given)
 : 0.2	-8	-8	0.0
> CC(C)n1cnc2c(NCCCN3CCCC3=O)nc(Nc3ncccn3)nc21
 : 0.0	1	10	0.5
> O=C(O)C1Sc2[nH]c(=O)sc2C2c3ccc(O)cc3OC(=O)C12 (stereo not given)
 : 1.7	4	4	-0.1
> CC(C)CNC(=O)CSc1nnc(-c2ccccc2)n1C
 : 0.4	-1	2	-0.1
> COc1ccc(N(CC(=O)NC2CC2)S(C)(=O)=O)cc1Cl
 : 0.2	4	9	-0.1
> CCN1CCN(CCCNC(=O)c2n[nH]c(=O)c3ccccc23)CC1
 : -0.3	3	-11	-0.2
> CN(C(=O)c1coc(=O)c2ccccc12)c1ccccc1F
 : 0.0	10	-2	0.0
> O=C(O)c1cc(S(=O)(=O)N2CCOCC2)ccc1N1CCCCC1
 : 0.5	5	0	0.0
> O=C(Nc1ccc(Cl)cc1)Nc1nnc(-c2ccccc2Br)s1
 : -1.4	1	-1	-0.1
> COC(=O)CNC(c1ccccc1)c1cc(C)ccc1N (stereo not given)
 : 0.3	4	5	-0.1
> COc1c(C)cc(Br)cc1C(=O)Nc1ccc2oc(=O)ccc2c1
 : -1.1	4	11	0.0
> CNC(=O)/C(=C\c1cccc([N+](=O)[O-])c1)NC(=O)c1ccc(Br)cc1
 : -0.1	5	-5	-0.1
> CSc1ccc2nc(N3CCN(C(=O)NCc4cccs4)CC3)sc2c1
 : 4.4	-1	2	-0.1
> CCOC(=O)c1oc2ccccc2c1NC(=O)/C=C/c1ccccc1
 : -1.4	1	-1	0.0
> COC(=O)c1ccc(NC2SC(=O)N(c3cccc(C)c3)C2=O)cc1 (stereo not given)
 : 0.4	-8	0	0.0
> C=CCC(O)(CC=C)CNC1CCN(c2ccc(C(=O)N3CCCC(O)C3)cc2)CC1 (stereo not given)
 : 0.8	1	3	0.0
> CCOC(=O)CSc1nc2c(sc(=S)n2-c2cc(Cl)ccc2OC)c(=O)[nH]1
 : -0.6	9	17	0.0
> Brc1ccc(-c2nc3ncccn3c2Nc2ccc3c(c2)OCCO3)o1
 : -0.3	7	8	0.0
> Cc1cc(NC(=O)c2nn(-c3ccc(Cl)cc3)c(=O)c3ccccc23)no1
 : -1.0	1	-4	-0.1
> CC(C)(C)NC(=O)Nc1ccccc1SCCC#N
 : -1.1	-1	10	1.0
> O=C(CSc1ccccn1)c1cc2ccccc2oc1=O
 : -0.6	-34	11	-0.1
> CC(C)c1ccccc1OCCNC(=O)c1cncc(Br)c1
 : 0.2	13	-8	0.1
> COc1cc(C(=O)Nc2nnc(-c3ccc(C)cc3C)o2)cc(OC)c1OC
 : -1.3	-2	-1	0.1

# Remaining list, next part:
# Each structure is followed by: GPR151 activ	TEAD-YAP inh	MITF inh	FBW7 act
> COc1cc(Cl)ccc1NC(=O)COc1ccccc1C(=O)NN
 : 2.5	0	14	0.1
> NC(C(=O)N1CCC(C(=O)Nc2ccc3[nH]ncc3c2)CC1)c1cccc(Br)c1 (stereo not given)
 : 0.8	-1	0	0.4
> COc1cccc(-c2nc(C=Nc3cc(Cl)ccc3Cl)c(O)o2)c1
 : 0.7	-16	6	0.2
> COc1cccc(N2CCN(c3ncnc4c3c(-c3ccccc3)cn4-c3ccc(Cl)cc3)CC2)c1
 : 0.2	4	3	-0.1
> Cc1ccc(N2C(=O)CC(NCCc3ccccc3F)C2=O)cc1 (stereo not given)
 : 0.3	11	9	0.1
> COc1ccc(C)cc1NC(=O)c1cc(S(=O)(=O)N2CCCCC2)c[nH]1
 : 0.9	-11	2	0.0
> COc1ccc(OCc2nc(-c3cccc([N+](=O)[O-])c3)no2)cc1
 : -2.3	-5	5	0.0
> O=C1c2ccc(-c3nc4ccccc4c(=O)o3)cc2C(=O)N1c1cccc2ccccc12
 : -0.8	7	4	0.1
> Cc1cc(C)nc(NC(=O)c2ccc(Br)s2)n1
 : -0.1	3	12	0.2
> Cc1sc(NC(=O)c2ccco2)c(C2=CC(=O)N(c3ccccc3)C2=O)c1C
 : -1.7	5	-3	-0.1
> Cc1ccccc1NC(=O)N1CCC(CN2CCOCC2)CC1
 : 2.0	6	13	-0.1
> Cc1ccc(OCc2n[nH]c(=S)n2N)cc1C
 : -0.9	-6	-14	0.0
> COC(=O)c1ccccc1NC(=O)COC(=O)CSc1nnc(N)s1
 : -0.9	-10	-11	-0.3
> O=S(=O)(NCCc1csc(-c2cccnc2)n1)c1ccc2ccccc2c1
 : -0.3	-13	2	0.6
> O=C(CSc1ccsc1[N+](=O)[O-])N1CCC2(CC1)OCCO2
 : -1.1	-22	12	-0.1
> O=C(Nc1ccccc1)c1cnc(Nc2ccccn2)s1
 : 0.3	-39	-10	0.2
> CCn1c(SCC(=O)O)nnc1-c1ccc2c(c1)OCO2
 : 0.7	10	9	0.1
> OC(c1cccc2ccccc12)c1nccn1Cc1ccccc1 (stereo not given)
 : -0.8	5	1	-0.1
> Cc1ccc(C(=S)N2CCOCC2)cc1
 : -1.4	2	-14	-0.2
> O=S(=O)(NCc1cccnc1)c1cccc(S(=O)(=O)c2cccc(S(=O)(=O)NCc3cccnc3)c2)c1
 : 0.2	14	0	0.0
> COc1ccc(OCC(=O)Nc2ccc(Br)c(C)n2)cc1
 : 2.0	-5	4	0.7
> CCOC(=O)Nc1ccc2c(c1)N(C(=O)CN1CCN(CCO)CC1)c1ccccc1CC2
 : 0.6	-3	-5	-0.1
> Nc1ncc(Br)cc1S(=O)(=O)N1CCN(c2ccccc2F)CC1
 : -0.1	0	14	0.1
> Cn1c(=O)cc(OCC(=O)N2CCCc3ccccc32)c2ccccc21
 : 0.3	2	13	0.7
> CC(C)n1c(N2CCN(Cc3ccc4c(c3)OCO4)CC2)nc2c(N)ncnc21
 : -0.9	3	10	0.1
> COc1ccccc1C(CNC(=O)c1cc(C)nc2ccccc12)N(C)C (stereo not given)
 : -1.4	-1	-7	0.1
> COc1cc(C=O)c(Br)cc1OCC(=O)NCCc1ccccc1
 : 0.1	-3	-3	-0.2
> O=C(O)c1cn(-c2ccc(F)cc2)c2cc(N3CCNCC3)c(F)cc2c1=O
 : 0.2&-0.4	3	-7&11	-0.1&-0.1
> CC(C)(C)c1ccc(C(=O)Nc2cc(C(=O)N3CCN(c4ccc(F)cc4)CC3)ccc2N2CC3CC(C2)c2cccc(=O)n2C3)cc1 (stereo not given)
 : -1.5	-4	-5	-0.1
> COc1ccc2c(c1)sc1nc(-c3cc4ccccc4oc3=O)cn12
 : 0.3	84*	-3	-0.2

# Further compounds:
# Each structure is followed by: GPR151 activ	TEAD-YAP inh	MITF inh	FBW7 act
> Cc1cc(=O)n2c3ccccc3n(CC(O)CNc3ccc(F)cc3)c2c1C#N (stereo not given)
 : 0.5	6	-13	-0.1
> CCOC(=O)C1=C(C)Nc2nc(N)nn2C1c1ccccc1OC (stereo not given)
 : -1.9	3	-8	0.1
> CCC(C)N(CC(=O)NCc1ccc(F)cc1)C(=O)c1csnn1 (stereo not given)
 : 1.3	6	-1	0.2
> O=C(CC(NS(=O)(=O)c1ccc(Cl)cc1)c1ccco1)NCc1cccnc1 (stereo not given)
 : -1.9	6	4	0.6
> CCCOc1ccc(S(=O)(=O)NCc2cccnc2)cc1
 : 0.6	27	18	-0.2
> COc1ccc(N2CCN(c3cc(N4CCN(S(=O)(=O)c5ccc(Cl)cc5)CC4)ccc3[N+](=O)[O-])CC2)cc1
 : 0.8	3	-9	-0.1
> CCOC(=O)CN1C(=O)C(=C(C#N)C#N)c2ccccc21
 : -0.6	9	-3	-0.5
> CN(C)S(=O)(=O)c1ccc(C(=O)N2CCN=C2SCc2cccnc2)cc1
 : -0.7	1	-4	-0.3
> Nc1ncnc(NNC(=O)c2ccncc2)c1[N+](=O)[O-]
 : -0.3	-1	19	0.1

# A section of the results above, for reference:
# Each structure is followed by: GPR151 activ	TEAD-YAP inh	MITF inh	FBW7 act
> COc1ccc(N2CCN(c3cc(N4CCN(S(=O)(=O)c5ccc(Cl)cc5)CC4)ccc3[N+](=O)[O-])CC2)cc1
 : 0.8	3	-9	-0.1
> CCOC(=O)CN1C(=O)C(=C(C#N)C#N)c2ccccc21
 : -0.6	9	-3	-0.5
> CN(C)S(=O)(=O)c1ccc(C(=O)N2CCN=C2SCc2cccnc2)cc1
 : -0.7	1	-4	-0.3
> Nc1ncnc(NNC(=O)c2ccncc2)c1[N+](=O)[O-]
 : -0.3	-1	19	0.1

# Outcome played no part in choosing rows. About 3.4% of those tested had a hit in this group.
